12-LOX inh = Primary qHTS assay for inhibitors of human arachidonate 12S-lipoxygenase (ALOX12): Round 2. Polyunsaturated fatty acid lipoxygenase ALOX12 (Homo sapiens), P18054. purified 12hLO, xylenol orange hydroperoxide absorbance. Potency, µM (titrated, usually from 108 µM), without a hit: at the top dose activity change, negative = inhibition, actives largely listed as inhibitors. hit rate 1.1% among 580,000; further: on the % scale 0 is the no-effect control and ±100 the full control effect
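Purified human 12hLO (150 nM final) in 25 mM Hepes, 0.01% Triton X-100, pH 7.0 was preincubated 15 min at room temperature with compound. Then 40 uM arachidonic acid was added, 30 min. Hydroperoxide was read by Fe-XO absorbance ratio 573/405 nm.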
PGK inhibitor = qHTS Assay to Find Inhibitors of Phosphoglycerate Kinase. PGK/GAPDH coupled, Kinase-Glo luminescence, 60 min. Potency, µM (titrated, usually from 57.5 µM), without a hit: top-dose activity change, negative = inhibition, actives largely listed as inhibitors. hit rate 0.043% among 380,000; further: on the % scale 0 is the no-effect control and ±100 the full control effect; nearly all actives have a fitted effect of over 60% in size
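Recombinant glycosomal PGK reaction used 1,3-bisphosphoglycerate generated in-well by GAPDH (100nM final) in 100mM TEA pH 7.6, 5mM MgCl2, 0.01% Tween-20. After 60 minutes at room temperature, ATP was read by Kinase-Glo Plus luminescence end-point.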
rTrxR1 inhibitor = qHTS Assay for Inhibitors of Mammalian Selenoprotein Thioredoxin Reductase 1 (TrxR1): qHTS; Thioredoxin reductase 1, cytoplasmic (Rattus norvegicus), O89049; Potency, µM (doses to about 114 µM), inactives show at the highest dose activity change, negative = inhibition, usual class: inhibitors; hit rate 1% among 390,000; recombinant rTrxR1, NADPH fluorescence consumption, selenite substrate; further: on the % scale 0 is the no-effect control and ±100 the full control effect; nearly all actives have a fitted effect of over 65% in size
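Rat TrxR1 (90 nM in the dispensed reagent) was pre-reduced with 400 uM NADPH for 5 min at room temperature, then incubated with compound for 15 min. After 400 uM selenite was added, NADPH fluorescence (Ex 340/Em 450 nm) was followed for 8 min.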
JMJD2A Tudor = qHTS Assay for Inhibitors of JMJD2A-Tudor Domain; Potency, µM (top dose mostly 114 µM), for inactives: at the top dose activity change, negative = inhibition, actives largely listed as inhibitors; hit rate 4.4% among 390,000; AlphaScreen JMJD2A-Tudor / H3K4me3 peptide binding; AID 504339, 2011; further: on the % scale 0 is the no-effect control and ±100 the full control effect; nearly all actives have a fitted effect of over 50% in size
Target sequence (O75164 whole entry, looked up, the tested form may be a part): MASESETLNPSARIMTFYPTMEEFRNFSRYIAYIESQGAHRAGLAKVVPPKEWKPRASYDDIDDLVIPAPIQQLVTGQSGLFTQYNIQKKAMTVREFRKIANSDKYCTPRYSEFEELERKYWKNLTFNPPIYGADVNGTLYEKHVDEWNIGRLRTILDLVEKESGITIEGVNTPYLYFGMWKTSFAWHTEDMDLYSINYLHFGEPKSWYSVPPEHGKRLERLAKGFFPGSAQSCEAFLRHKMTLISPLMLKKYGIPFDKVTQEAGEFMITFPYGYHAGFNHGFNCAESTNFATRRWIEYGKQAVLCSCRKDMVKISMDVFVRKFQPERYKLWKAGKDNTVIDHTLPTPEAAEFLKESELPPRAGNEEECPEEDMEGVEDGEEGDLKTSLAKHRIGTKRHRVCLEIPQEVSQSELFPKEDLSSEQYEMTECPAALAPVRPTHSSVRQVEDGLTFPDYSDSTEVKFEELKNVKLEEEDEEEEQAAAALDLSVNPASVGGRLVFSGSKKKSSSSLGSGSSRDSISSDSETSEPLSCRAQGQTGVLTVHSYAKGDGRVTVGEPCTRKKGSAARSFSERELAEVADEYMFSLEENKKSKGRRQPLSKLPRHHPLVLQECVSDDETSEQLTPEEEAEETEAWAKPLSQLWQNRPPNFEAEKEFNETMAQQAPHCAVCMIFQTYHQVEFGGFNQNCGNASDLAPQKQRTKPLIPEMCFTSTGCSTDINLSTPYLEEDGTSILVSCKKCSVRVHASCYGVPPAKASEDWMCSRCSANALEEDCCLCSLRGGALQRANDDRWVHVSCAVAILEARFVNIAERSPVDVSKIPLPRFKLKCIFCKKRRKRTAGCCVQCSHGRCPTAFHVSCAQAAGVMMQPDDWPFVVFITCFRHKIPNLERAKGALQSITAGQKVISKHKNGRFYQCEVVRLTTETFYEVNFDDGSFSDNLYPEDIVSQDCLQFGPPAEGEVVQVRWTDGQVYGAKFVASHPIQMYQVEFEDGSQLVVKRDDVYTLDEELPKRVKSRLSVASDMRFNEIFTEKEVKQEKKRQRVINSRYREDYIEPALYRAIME
RGS4 inh = Inhibitors of Regulator of G Protein Signaling (RGS) 4: qHTS. Transcreener GDP fluorescence polarization, RGS4-accelerated GTP hydrolysis. hit rate 0.039% among 390,000. Regulator of G-protein signaling 4 (Homo sapiens), P49798. Potency, µM (highest dose often 114 µM), inactives show at the top dose activity change, negative = inhibition, usual class: inhibitors; further: on the % scale 0 is the no-effect control and ±100 the full control effect; nearly all actives have a fitted effect of over 75% in size; some results filed as inactive show a strong effect at the top dose
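MLSMR compounds (23 nl, pin-transferred) preincubated 10 min at room temperature with a 500nM (2x) first reagent, then RGS4 at 900nM (2x) plus Transcreener GDP mix added; fluorescence polarization (620/688 nm) read before and after 90 min at 30 °C.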
GLS inhibitor = qHTS for Inhibitors of Glutaminase (GLS); GLS enzymatic activity, qHTS titration; AID 624170, 2012; Glutaminase kidney isoform, mitochondrial (Homo sapiens), O94925; Potency, µM (highest dose often 45.5 µM), for inactives: at the highest dose activity change, negative = inhibition, hits mostly inhibitors; hit rate 0.21% among 410,000; further: on the % scale 0 is the no-effect control and ±100 the full control effect
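Assay buffer: 45 mM KH2PO4 pH 8.2, 0.02% Tween-20. hKGA acts on L-glutamine (1 mM solution added); product glutamate is reported by an oxidase/peroxidase Amplex Red coupling, with fluorescence taken at baseline and 30 min.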
ERG-DNA inh = qHTS for Small Molecule Inhibitors of the ERG Ets/DNA interaction. Transcriptional regulator ERG (Homo sapiens), P11308. fluorescence polarization, His-ERG Ets domain / labelled DNA. Potency, µM (doses to about 76.9 µM), inactives show at the top dose FP activity, negative = inhibition, hits mostly inhibitors. hit rate 0.028% among 370,000. AID 624246, 2012; active means well fitted inhibition curve with a large enough effect in the polarisation, with a control signal flat; inconclusive means small, poorly fitted or top-dose-only effect, or effect the other way, or a change in a side signal; inactive means no such curve, though single readings can be large or run the other way; the % refers to the polarisation;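 further: polarization taken with two DNA probes labelled with fluorescein and Texas red; % of control where 0% means no effect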
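His-tagged ERG Ets domain (1 uM in the protein solution; 300mM KCl, 50mM Tris-HCl, 1mM EDTA, 1mM DTT, pH 7.5) received compound, then a probe mix of 5 nM fluorescein-DNA and 100nM Texas-615-DNA. Fluorescence polarization was read for both dyes.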
Pin1 inhibitor = qHTS Assay to Find Inhibitors of Pin1; Peptidyl-prolyl cis-trans isomerase NIMA-interacting 1 (Homo sapiens), Q13526; hit rate 0.009% among 390,000; Potency, µM (top dose mostly 115 µM), inactives show top-dose activity, negative = inhibition, usual class: inhibitors; Pin1 FP peptide displacement, HiFluor488, 10 min; AID 504891, 2011; active means well fitted inhibition curve with a large enough effect in the polarisation, with a control signal flat, not every such curve was filed as active; inconclusive means small, poorly fitted or top-dose-only effect, or effect the other way, or a change in a side signal; inactive means no such curve, though single readings can be large or run the other way; the % refers to the polarisation; further: on the % scale 0 is the no-effect control and ±100 the full control effect
HP1b binding inh = HTS for Inhibitors of HP1-beta Chromodomain Interactions with Methylated Histone Tails; hit rate 0.56% among 390,000; AlphaScreen HP1-beta / biotin-H3K9me3 peptide binding; Potency, µM (series often up to 114 µM), for inactives: at the highest dose activity change, negative = inhibition, actives largely listed as inhibitors; Chromobox protein homolog 1 (Homo sapiens), P83916; further: nearly all actives have a fitted effect of over 70% in size; inactives centre near 23
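AlphaScreen: HP1-beta (50 nM) preformed 30 min with biotin-H3(1-18)K9me3 peptide (50 nM) in PBS pH 7.4, 0.01% Tween-20. Compound added for 30 min at RT, then streptavidin donor/nickel chelate acceptor beads (10 ug/mL) for 30 min.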
* hit, by the source's call; i = inactive; ? = inconclusive; . = not tested or not shown; & = joins results of further samples; [ ] = another dose, or the depositor's remark. Unless noted, the call rests on the fitted dose curve; in most records, active means well fitted curve in the direction sought with a large enough effect; inconclusive means small, poorly fitted or top-dose-only effect, or another doubt; inactive means no such curve, though single readings can be large; an effect the other way counts as inactive or inconclusive. Potency means the concentration at half of the fitted maximal effect. These rows are one share of the data. The share of hits here may be higher or lower than overall.

SMILES	12-LOX inh	PGK inhibitor	rTrxR1 inhibitor	JMJD2A Tudor	RGS4 inh	GLS inhibitor	ERG-DNA inh	Pin1 inhibitor	HP1b binding inh
Cc1ccc(C)n1-c1cccc(NC(=O)c2ccccc2)c1	1%	-8%	-16%	-27%	26%	11%	-5%	17%	1%
CN(CC(=O)NCCN1CCCCCC1)S(=O)(=O)c1cccc2nsnc12	0%	-8%	-9%	?	29%	30%	0%	?	0%
O=C(c1n[nH]c2ccccc12)N1CCOCC1	-3%	.	27%	-8%	21%	2%	-3%	4%	28%
COc1cccc(NC(=O)N(CCN(C)C)C(C)c2cccnc2)c1 (stereo unspecified)	16%	-2%	-21%	10%	0%	14%	-3%	9%	15%
CCCCOc1ccccc1C(=O)Nc1nonc1-c1ccccc1	-3%	-3%	-4%	26%	8%	-7%	-12%	14%	84%[activator]
COc1ccc(NC(=O)CSc2nccn2Cc2ccc3c(c2)OCO3)cc1	2%	-1%	13%[57.1 µM]	?	5%	0%	1%	3%	7%[57 µM]
CCc1ccc2c(c1)C1(C(=O)N2)N2CCCC2C(C(=O)c2ccc3ccccc3c2)C12C(=O)Nc1ccccc12 (stereo unspecified)	-27%	5%	-20%	-36%	-1%	-7%	6%	12%	-14%
CCOC(=O)c1nc(N)c(C(=O)OCC)[nH]1	0%	i	-3%[57.1 µM]	-21%[11.4 µM]	-41%[11.4 µM]	?	-7%	-8%	-9%
Cc1c(N(C)S(=O)(=O)c2cccc(C(=O)NCC3CCCO3)c2)c(=O)n(-c2ccccc2)n1C (stereo unspecified)	-4%	-8%	-15%	1%	6%	7%	3%	-5%	13%
CCOC(=O)C1=C(C)N(C)C(C)=C(C(=O)OCC)C1c1ccsc1	-4%	i	5%[57.1 µM]	10%	-4%	-20%	0%	-11%	43%
CN(C)C(=O)COC(=O)c1cccnc1Nc1ccccc1F	-9%&12%	i	-14%	-6%	-9%	-8%	2%	-1%	36%
O=C(CSc1n[nH]c(-c2ccccc2)n1)N1CCOCC1	2%	-10%	39%[activator]	2%	11%	-2%	-4%	-1%	24%
Cc1c(-c2ccccc2)nc(N)c(C#N)c1-c1ccco1	?	-2%	?	19%	3%	-2%	-2%	3%	32%
CC(=O)Nc1ccc(S(=O)(=O)Nc2cccc(C(=O)Nc3ccccc3C(=O)O)c2)cc1	0%	-15%	22%	0%	-7%	-2%	-11%	-8%	35%
CCCOc1ccc(C(O)C(CN2CCOCC2)c2ccccc2)cc1 (stereo unspecified)	-30%	i	3%	-7%	-3%	7%	-5%	3%	22%
O=C(/C=C/c1ccc(Cl)cc1)Nc1ccccc1N1CCOCC1	2%	-7%	-16%	-10%	-9%	-3%	-19%	-1%	39%[activator]
NC(=O)c1ccsc1NC(=O)c1ccc(N2CCCC2=O)cc1	4%	i	11%	-22%	?	-6%	-7%	?	17%
O=C(NCc1ccc(Cl)cc1)C1C2C=CC3(CN(Cc4cccnc4)C(=O)C13)O2 (stereo unspecified)	16%	2%	5%	0%	24%	-1%	-3%	-4%	12%
Cc1cc(Nc2nnnn2-c2ccccc2)n(-c2ccc(Cl)cc2)n1	5%	-9%	17%	-6%	-3%	31%[activator]	11%	5%	18%
CCCn1c(CCC(=O)Nc2cc(OC)cc(OC)c2)nc2cccnc21	-2%	-4%	-18%	-12%	2%	0%	0%	9%	44%[activator]
COc1ccc(NC2=CC(c3cccc(OC)c3)N(c3ccc(OC)cc3)C2=O)cc1 (stereo unspecified)	?	-8%	?	-22%	4%	-3%	-1%	6%	19%
CC(=O)Nc1ccc(S(=O)(=O)NCC2(N3CCOCC3)CCCCC2)cc1	2%	-8%	25%	12%	26%	17%	4%	0%	2%
Cc1cc(C)nc(SCC(=O)Nc2ccc(Br)cn2)n1	67%[activator]	-8%	23%[57.1 µM]	11%	-39%	-2%	-7%	2%	61%[activator]
CC1CCN(C(C(=O)NC2CCCCC2)c2cc3c(cc2[N+](=O)[O-])OCO3)CC1 (stereo unspecified)	10%	4%	-6%	-12%	-3%	0%	.	?	29%
COc1ccc(CSCC(=O)NCCC(C)C)cc1	?	i	10%	-16%	15%	1%	-2%	-4%	20%

Next section
SMILES	12-LOX inh	PGK inhibitor	rTrxR1 inhibitor	JMJD2A Tudor	RGS4 inh	GLS inhibitor	ERG-DNA inh	Pin1 inhibitor	HP1b binding inh
COc1ccc(Cl)cc1NC(=O)CSc1cn(CC(=O)N2CCCCC2)c2ccccc12	0%	-1%	24%	-24%	10%	5%	-2%	9%	8%
CCOc1ccc(NC(=O)c2c(NC(=O)Cc3ccccc3)sc3c2CCCC3)cc1	-16%	8%	6%	-10%	5%	0%	7%	1%	28%
CCCCCCN1CC(C(=O)OCC)C(=O)C1=O (stereo unspecified)	-25%	-5%	-14%	-16%	-4%	7%	-1%	-1%	28%
COc1cc2ncc(C(=O)c3ccc(C)cc3)c(N3CCCCC3)c2cc1OC	?	-5%	2%	56µM*	7%	-8%	-4%	30%	-11%
COC(=O)C(C)Sc1ccc2nnc(-c3ccccc3)n2n1 (stereo unspecified)	-5%	4%	-9%	-9%	-28%	17%	-8%	-1%	25%
O=C1NC(=S)N(c2cccc(Cl)c2)C12CCCCC2	1%	-8%	11%	-15%[57.1 µM]	-52%	-1%	-1%	-1%	6%
CC(=O)C1=C(O)C(=O)N(c2ccc(C)cc2)C1c1ccccn1 (stereo unspecified)	?	i	-6%	-5%	-18%	-1%	5%	-8%	13%
CCCn1c(N)c(C(=O)CSc2nnc(C)n2Cc2ccccc2)c(=O)n(C)c1=O	71%[activator]	i	-9%	3%	-4%	-6%	-10%	-11%	27%
COCCNC(=O)C1CCCN(c2ncccn2)C1 (stereo unspecified)	2%	-7%	7%	-23%	-7%	-2%	1%	-3%	7%
Cc1cc(C)c(C(=O)Cn2nc(C(=O)O)c3ccccc3c2=O)cc1C	-2%&15%	0%	11%	-1%	?	0%	-1%	8%	13%
Cc1ccc(S(=O)(=O)Nc2ccc3cn[nH]c3c2)cc1	?	i	18%	-12%	18%	0%	3%	-2%	32%
CN(C)S(=O)(=O)c1cccc(NC(=O)COC(=O)c2cc(-c3cccc(Br)c3)nc3ccccc23)c1	-3%	-9%	19%	-13%	0%	-8%	-2%	21%	15%
O=C(CCc1ccccc1)Nc1ccc(NC(=O)c2ccco2)cc1	11%&-3%	.	24%	-3%	30%	-2%	.	-1%	4%
CCN1/C(=C/c2cccc[n+]2C)Sc2ccc(OC)cc21	29%	i	19%[57.1 µM]	18µM*	-19%	4%	-12%	14%	-3%
Cc1ccccc1-c1nn(-c2ccccc2)cc1C(=O)NCC(c1ccco1)N1CCCC1 (stereo unspecified)	0%	3%	9%	-33%	-3%	12%	11%	7%	10%
Cc1nc2ccc(NS(=O)(=O)c3cccc([N+](=O)[O-])c3)cc2s1	-37%	4%	30%	-26%	17%	-3%	-3%	-5%	20%
COc1cccc(C2c3c(-c4cc(Cl)c(C)cc4O)n[nH]c3C(=O)N2Cc2cccnc2)c1 (stereo unspecified)	399%[activator]	-6%	17%	-30%	-38%	2%	10%	1%	10%
CCn1c(SCc2ccc(C(=O)OC)o2)nc2sc3c(c2c1=O)CCCC3	6%	.	-5%	-22%	-28%	8%	6%	29%	26%
Cc1ccc(NC(=O)Nc2ccc([N+](=O)[O-])cc2)nc1	-13%	8%	19%[57.1 µM]	-11%[11.4 µM]	13%	6%	2%	-5%	27%
CCC1CN(C(=O)N2CCC(C(=O)NCc3ccccc3C)CC2)c2ccccc2O1 (stereo unspecified)	-23%&-9%	-4%	9%&20%	?	-28%&-7%	-14%&0%	-5%&-3%	3%&1%	28%&-4%
COc1ccc(C(=O)/C=C2\C(=O)Nc3ccc(Br)cc32)cc1	?	-4%	-2%[11.4 µM]	?	?	1%	4%	3%	-12%
O=C(/C=C/Nc1ccc(Br)cn1)c1cccc(OC(F)F)c1	?	0%	30%	6%	-19%	0%	2%	5%	70%[activator]

Another view of some results above.
| 12-LOX inh | PGK inhibitor | rTrxR1 inhibitor | JMJD2A Tudor | RGS4 inh | GLS inhibitor | ERG-DNA inh | Pin1 inhibitor | HP1b binding inh | smiles |
| --- | --- | --- | --- | --- | --- | --- | --- | --- | --- |
| -16% | 8% | 6% | -10% | 5% | 0% | 7% | 1% | 28% | CCOc1ccc(NC(=O)c2c(NC(=O)Cc3ccccc3)sc3c2CCCC3)cc1 |
| ? | -4% | -2%[11.4 µM] | ? | ? | 1% | 4% | 3% | -12% | COc1ccc(C(=O)/C=C2\C(=O)Nc3ccc(Br)cc32)cc1 |
| ? | i | -6% | -5% | -18% | -1% | 5% | -8% | 13% | CC(=O)C1=C(O)C(=O)N(c2ccc(C)cc2)C1c1ccccn1 (stereo unspecified) |
